TDP1 cell noCPT: qHTS for Inhibitors of human tyrosyl-DNA phosphodiesterase 1 (TDP1): qHTS in cells in absence of CPT; DT40 Tdp1-/- hTDP1 cells, no CPT, ATP luminescence, 48 h; Potency, µM (doses to about 46.2 µM), for inactives: at the highest dose activity change, negative = growth inhibition, most hits filed as inhibitors; 15% of 420,000 active; AID 686978, 2013; note: nearly all actives have a fitted effect of over 55% in size
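Growth kinetics read by CellTiter-Glo luminescence after ≥48 hr at 37 °C. Cells: DT40 Tdp1-/- stably carrying human TDP1, 400 per well, compound exposure in the absence of CPT (DMSO vehicle).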
DT40 TDP1 CPT: qHTS for Inhibitors of human tyrosyl-DNA phosphodiesterase 1 (TDP1): qHTS in cells in presence of CPT | chicken DT40 Tdp1-/-;hTDP1 cells + 20 nM CPT, ATP luminescence, 48 h | Potency, µM (top dose mostly 46.2 µM), inactives show at the top dose activity change, negative = growth inhibition, hits mostly inhibitors | 12% of 420,000 active; note: nearly all actives have a fitted effect of over 55% in size
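Chicken DT40 Tdp1-/- cells stably complemented with human TDP1 were seeded at 400 cells/well in medium containing 20 nM camptothecin, exposed to pin-transferred compounds, and grown at 37 °C for at least 48 hr. Viability was read as ATP luminescence.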
KAT2A inh: qHTS Assay for Inhibitors of GCN5L2. GCN5L2 HAT assay, ThioGlo1 CoA-SH fluorescence. Potency, µM (titrated, usually from 58.9 µM), for the others: top-dose activity change, negative = inhibition, usual class: inhibitors. 0.21% of 390,000 active
Target sequence (Q92830 whole entry, looked up): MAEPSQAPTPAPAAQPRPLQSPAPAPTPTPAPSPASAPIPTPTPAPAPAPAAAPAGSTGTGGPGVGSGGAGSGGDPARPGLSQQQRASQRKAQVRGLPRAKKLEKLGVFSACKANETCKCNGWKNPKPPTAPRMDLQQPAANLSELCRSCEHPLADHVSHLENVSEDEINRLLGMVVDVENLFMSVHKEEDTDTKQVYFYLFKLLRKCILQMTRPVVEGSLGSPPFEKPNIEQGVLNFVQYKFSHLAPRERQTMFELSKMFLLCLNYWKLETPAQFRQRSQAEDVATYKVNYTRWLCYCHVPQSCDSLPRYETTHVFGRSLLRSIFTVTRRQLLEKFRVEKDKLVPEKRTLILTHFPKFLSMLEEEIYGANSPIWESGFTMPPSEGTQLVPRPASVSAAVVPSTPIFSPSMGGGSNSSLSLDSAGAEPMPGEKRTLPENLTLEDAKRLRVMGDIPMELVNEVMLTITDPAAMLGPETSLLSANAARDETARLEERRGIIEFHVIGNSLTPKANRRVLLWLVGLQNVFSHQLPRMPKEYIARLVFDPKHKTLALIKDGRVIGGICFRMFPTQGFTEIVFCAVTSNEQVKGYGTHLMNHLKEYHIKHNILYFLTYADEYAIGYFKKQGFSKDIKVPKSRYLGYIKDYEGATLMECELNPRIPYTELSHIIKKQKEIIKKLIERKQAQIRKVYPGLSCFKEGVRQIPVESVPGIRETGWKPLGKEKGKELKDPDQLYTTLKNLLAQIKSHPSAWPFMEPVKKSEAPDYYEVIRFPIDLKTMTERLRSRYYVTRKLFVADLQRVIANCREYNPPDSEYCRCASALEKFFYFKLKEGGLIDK
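GCN5L2 (20nM final) in 50mM HEPES, 0.1mM EDTA pH 7.5, 0.01% Tween-20 was preincubated 15 min at room temperature with compound, then given ThioGlo1 (50uM), H3(1-25) peptide (75uM) and acetyl-CoA (70uM); CoA-thiol fluorescence (Ex340/Em540) was read at 0 and 20 min.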
Active calls of the source: *; ? = inconclusive; . = not tested or not shown; & = joins results of further samples; [ ] = remark or other dose. Calls come from the whole dose curve; as a rule, active = well fitted curve in the direction sought with a large enough effect; inconclusive = small, poorly fitted or top-dose-only effect, or another doubt; inactive = no such curve, though single readings can be large; an effect the other way counts as inactive or inconclusive. % is set by controls: 0 for no effect and ±100 for the full control effect; potency is the fitted concentration of half-maximal effect. An excerpt; the hit share may differ from the screen's.

[1] CCOC(=O)C[C@H]1c2ccccc2S(=O)(=O)N1Cc1cccc(C(F)(F)F)c1
[2] O=CC(=O)c1ccc(Cl)cc1
[3] COc1ccccc1NC(=O)CSc1nnc(CNC(=O)c2ccco2)n1C
[4] CSc1ncnc2c1ncn2CC(=O)C1CCC2C3CCC4=CC(=O)CCC4(C)C3CCC12C (stereo unspecified)
[5] COc1ccccc1N1CCN(CCN2C(=O)CC3(CCCC3)CC2=O)CC1
[6] CC(=O)n1cc(/C=N/NC(=O)c2ccc([N+](=O)[O-])cc2)c2ccccc21
[7] O=C(Nc1cccnc1)c1ccc(F)cc1
[8] Cc1onc(-c2ccccc2)c1C(=O)Nc1nnc(-c2ccncc2)s1
screen / no.	1	2	3	4	5	6	7	8
DT40 TDP1 CPT	?	?	-6%	5.8µM*	?	-27%	-5%	-28%
TDP1 cell noCPT	13µM*	?	-13%	5.8µM*	?	?	-9%	-29%
KAT2A inh	.	.	-5%	.	4%	-12%	-7%	-8%

[9] Cc1cc(C(=O)OCC(=O)NC(C)c2ccccc2)c(C)o1 (stereo unspecified)
[10] O=C(N/N=C/c1ccccc1OC(=O)c1ccc2c(c1)OCO2)c1ccccc1
[11] CC1(C(=O)Nc2ccc3c(c2)OCCO3)CSCC(=O)N1CCOc1ccccc1 (stereo unspecified)
[12] COc1ccccc1C1=NC(c2ccccc2)CN1c1ccccc1 (stereo unspecified)
[13] COCCCNS(=O)(=O)c1ccc2[nH]c3c(c2c1)CCCCC3
[14] O=c1oc2cc(O)ccc2cc1-c1ccc2c(c1)OCCO2
[15] CCC(CC)C(=O)NCCc1cc2c(C)ccc(C)c2[nH]c1=O
[16] Cc1cc(=O)c2ccc3ccccc3c2[nH]1
screen / no.	9	10	11	12	13	14	15	16
DT40 TDP1 CPT	-1%	4.1µM*	-24%	5%	-50%	13%[9.04 µM]	9%	?
TDP1 cell noCPT	0%	4.1µM*	?	?	?	-2%[9.04 µM]	3%	?
KAT2A inh	0%	-3%	.	-2%	-10%	.	0%	-12%

[17] Cc1ccc(-c2nnc(NC(=O)C3=COCCO3)o2)c(C)c1
[18] O=C(CNC(=S)N(Cc1ccccc1F)C1CCCCC1)NCCN1CCOCC1
[19] Cc1ccc(Cl)cc1Nc1sc(C(=O)c2ccc(F)cc2)c(N)c1S(C)(=O)=O
[20] Cc1cc([N+](=O)[O-])ccc1NCc1ccco1
[21] CCc1nc2oc3ccccc3c(=O)c2c(=O)n1Cc1ccc(OC)cc1
[22] COc1ncc(-c2ccc3c(c2)S(=O)(=O)c2cccc(C(=O)NCc4ccco4)c2C3=O)cn1
[23] COc1ccc(C(=O)NNC(=S)Nc2ccccc2)cc1
[24] O=C(NC1(C(F)(F)F)C(=O)Nc2c1c(=O)[nH]c(=O)n2Cc1ccco1)C1CCCCC1 (stereo unspecified)
screen / no.	17	18	19	20	21	22	23	24
DT40 TDP1 CPT	-20%	10%	16µM*	-2%	?	?	9%	0%
TDP1 cell noCPT	-19%	-11%	?	11%	?	?	-7%	20%
KAT2A inh	-17%	0%	-5%	2%	-3%	-8%	4%	-14%

[25] CCC(Oc1ccccc1)C(=O)Nc1ccccc1C(=O)N1CCCCC1 (stereo unspecified)
[26] CC(C)(C)c1ccc(CC(=O)N2CCC2(C)C(=O)NS(=O)(=O)c2cccc(C#N)c2)cc1 (stereo unspecified)
[27] O=C(CSc1nc2ccccc2c(=O)[nH]1)Nc1ccc([N+](=O)[O-])cc1
[28] CCOC(=O)c1cc(NC(=O)CNCC(c2ccccc2)N(C)C)cc(C(=O)OCC)c1 (stereo unspecified)
[29] Cc1cc(C)cc(NC(=O)CCc2nc3sc4c(c3c(=O)[nH]2)CCCC4)c1
[30] CCOC(=O)C1CCCN(C(=O)c2ccc3c(c2)N(C)C(=O)/C(=C/c2ccccc2Cl)S3)C1 (stereo unspecified)
[31] CC12CCC(C(=O)N(c3ccccn3)c3ccccn3)(OC1=O)C2(C)C (stereo unspecified)
[32] CC(=O)Nc1cc(Cl)ccc1OS(=O)(=O)c1ccc(C)cc1
screen / no.	25	26	27	28	29	30	31	32
DT40 TDP1 CPT	?	21%	?	?	4.6µM*	?	1%	-27%
TDP1 cell noCPT	?	-6%	?	?	10µM*	18µM*	-18%	?
KAT2A inh	-15%	.	-7%	21%	-13%	-34%	-21%	0%

Entries from the list above with an NH in an aromatic ring (six):
[13] COCCCNS(=O)(=O)c1ccc2[nH]c3c(c2c1)CCCCC3
[15] CCC(CC)C(=O)NCCc1cc2c(C)ccc(C)c2[nH]c1=O
[16] Cc1cc(=O)c2ccc3ccccc3c2[nH]1
[24] O=C(NC1(C(F)(F)F)C(=O)Nc2c1c(=O)[nH]c(=O)n2Cc1ccco1)C1CCCCC1 (stereo unspecified)
[27] O=C(CSc1nc2ccccc2c(=O)[nH]1)Nc1ccc([N+](=O)[O-])cc1
[29] Cc1cc(C)cc(NC(=O)CCc2nc3sc4c(c3c(=O)[nH]2)CCCC4)c1
screen / no.	13	15	16	24	27	29
DT40 TDP1 CPT	-50%	9%	?	0%	?	4.6µM*
TDP1 cell noCPT	?	3%	?	20%	?	10µM*
KAT2A inh	-10%	0%	-12%	-14%	-7%	-13%

(next part)
[33] Cc1cc(N(C)Cc2ccccc2)nc(-c2ccccc2)n1
[34] Cc1nn(-c2ccc(N3CCCC3)nn2)c(C)c1CCC(=O)Nc1ccccc1
[35] CSc1cccc(NC(=O)COC(=O)c2ccccn2)c1
[36] COC(=O)C1C(=O)C2=C(CC1C)NC(=O)CC2c1cccc(C)c1 (stereo unspecified)
[37] COc1ccc(/C=C(\NC(=O)c2ccccc2)C(=O)NNC(=O)CCN2CCOCC2)cc1
[38] O=C(Nc1ccccc1)N(c1ccccc1)C1C=CS(=O)(=O)C1 (stereo unspecified)
[39] O=C(O)COc1ccc(/C=C/c2nc(-c3ccccc3O)n[nH]2)cc1
[40] Oc1ccc(N=Nc2n[nH]c(-c3ccccc3)n2)cc1
screen / no.	33	34	35	36	37	38	39	40
DT40 TDP1 CPT	?	?	-9%	-23%	11%	12%	2%	-3%
TDP1 cell noCPT	26µM*	?	?	?	3%	-2%	8%	?
KAT2A inh	-1%	2%	-8%	-8%	-12%	-5%	-19%	-5%

[41] CCc1ccc(-c2nnn(Cc3nc4ccccc4s3)n2)cc1
[42] COc1cccc(-c2nc(CS(=O)CC(=O)NC3CCCC3)c(C)o2)c1 (stereo unspecified)
[43] Cc1cc(NC(=O)CS(=O)(=O)c2cn(Cc3cccc(C(F)(F)F)c3)c3ccccc23)no1
[44] COc1ccc(-c2oc3c(c2C(=O)OCCCO)C(OCCCCCO)CCC3)cc1 (stereo unspecified)
[45] CN1C(=O)CC(N2CCN(c3ccc(Cl)c(Cl)c3)CC2)C1=O (stereo unspecified)
[46] COc1ccc(NC(=O)Nc2ccc(Cc3ccncc3)cc2)cc1OC
[47] CC(=O)Nc1ccc(NC(=O)COc2ncnc3ccccc23)cc1
[48] Cc1ccc(N=C2NC(=O)/C(=C/c3cccn3C)S2)cc1
screen / no.	41	42	43	44	45	46	47	48
DT40 TDP1 CPT	0%	-1%	?	?	?	-12%	-10%	6.5µM*
TDP1 cell noCPT	-17%	-18%	21µM*	?	?	-29%	-13%	4.6µM*
KAT2A inh	-12%	-22%	.	.	-12%	-6%	-2%	1%

[49] COc1cccc(Oc2nc(N)ncc2[N+](=O)[O-])c1
[50] Cc1ccc(C)c(S(=O)(=O)N2CCCC2CNC(=O)C(=O)NCc2ccccn2)c1 (stereo unspecified)
[51] Cn1cc(S(=O)(=O)c2ccccc2)c(=O)c2cc(F)c(N3CCCC3)cc21
[52] CCCN(CC(=O)Nc1ccc(OC)c(OC)c1)CC(=O)Nc1ccc(F)c(F)c1F
[53] CN(Cc1ccco1)c1cc(-c2cccc(NS(C)(=O)=O)c2)ncn1
[54] COC(=O)[C@@]12CCCCN1[C@H](c1ccc(SC3CCCCC3)cc1)[C@H]1C(=O)N(C)C(=O)[C@H]12
[55] Cc1ccc(NC(=O)Cn2c(=O)n(Cc3ccco3)c(=N)c3c4c(sc32)COC(C)(C)C4)cc1
[56] O=[N+]([O-])c1ccc(CNc2cccc(F)c2)s1
screen / no.	49	50	51	52	53	54	55	56
DT40 TDP1 CPT	-19%	2%	-17%	0%	-19%	?	-14%	5%
TDP1 cell noCPT	-18%	3%	-21%	-9%	-9%	16µM*	-24%	-28%
KAT2A inh	-4%	-5%	-2%	-9%	-14%	-12%	-7%	-6%

[57] O=C(NCc1ccco1)c1nc2nc(-c3cccs3)cc(C(F)(F)F)n2n1
[58] Cc1c(NC(=O)Nc2ccc([N+](=O)[O-])cc2)c(=O)n(-c2ccccc2)n1C
[59] O=C(CN1C(=O)S/C(=C/c2cccs2)C1=O)N1CCCC1
[60] O=C(Nc1cccc(Cl)c1)Nc1nc(-c2ccc(Cl)cc2)cs1
[61] COC(=O)Cn1c(=O)c2c(n(Cc3ccccc3)c1=O)N/C(=C/c1ccc(Br)cc1)C2=O
[62] Cc1ccc(C)c(NC2=CC(=O)CC(C)(C)C2)c1C#N
[63] CCOC(=O)CN1C(=O)C(Sc2n[nH]c(-c3ccccc3)n2)CCc2ccccc21 (stereo unspecified)
[64] Cc1ccc(CNS(=O)(=O)c2ccc(F)c(C(=O)Nc3ccc(C)c(F)c3)c2)cc1
screen / no.	57	58	59	60	61	62	63	64
DT40 TDP1 CPT	-18%	?	-3%	12µM*	-15%	-17%	21µM*	-14%
TDP1 cell noCPT	-9%	21µM*	3%	16µM*	-23%	-3%	21µM*	-10%
KAT2A inh	?	-3%	-5%	-2%	-14%	-7%	-3%	-4%

[65] CN(C)C(=O)c1ccc(S(=O)(=O)NCc2ccccc2Cl)s1
[66] COC(=O)C1=NN(c2cccc3ccccc23)C2C(=O)N(c3ccccc3OC)C(=O)C12 (stereo unspecified)
[67] CN1CCN(S(=O)(=O)c2cc(C(F)(F)F)ccc2Cl)CC1
[68] Cc1ccc(C(=O)NC(=O)OCCn2c(C)cnc2[N+](=O)[O-])cc1
[69] CC(=O)c1ccc(NC(=O)CC2Nc3cccc4cccc(c34)NC2=O)cc1 (stereo unspecified)
[70] Cc1onc(-c2ccccc2)c1C(=O)OCC(=O)c1ccc[nH]1
[71] C=CCOn1c(=O)c(-c2ccc(OC)c(OC)c2)[n+]([O-])c2ccccc21
[72] Cc1cccc(NC(=O)C2CCN(S(=O)(=O)c3c(C)noc3/C=C/c3ccco3)CC2)n1
screen / no.	65	66	67	68	69	70	71	72
DT40 TDP1 CPT	?	11%	5%	12%	18µM*	?	?	16µM*
TDP1 cell noCPT	-28%	0%	-2%	-13%	16µM*	?	?	23µM*
KAT2A inh	6%	-5%	-16%	-2%	-6%&-16%	.	0%	-11%

[73] Cc1ccc(CN2COc3cc(C)c4c(oc(=O)c5ccccc54)c3C2)cc1
[74] CC(=O)CSc1ncnc2sc3c(c12)CCCC3
[75] CCOc1ccc2ccccc2c1CNc1nnnn1CC
[76] COc1cccc(NC(=O)CCc2nnc3n(Cc4ccccc4Cl)c(=O)c4ccccc4n23)c1
[77] CC1CCCCC1NC(=S)Nc1ccc(Cl)cc1Cl (stereo unspecified)
[78] Cc1ccc(N(C)C(=O)c2cnc(N3CCOCC3)c3ccccc23)cc1C
[79] Cc1[nH]c2ccccc2c1C(c1ccncc1)N1CCC(C)CC1 (stereo unspecified)
[80] O=c1cc(N2CCOCC2)c2ccccc2o1
screen / no.	73	74	75	76	77	78	79	80
DT40 TDP1 CPT	-24%	-17%	-9%	16µM*	-2%	23µM*	?	-16%
TDP1 cell noCPT	-25%	?	-10%	?	?	?	18µM*	-3%
KAT2A inh	-8%	-2%	-11%	-4%	-7%	-1%	-12%	-10%[0.501 µM]

[81] O=C(NCCN1CCOCC1)c1ccc(Cl)c(S(=O)(=O)N2CCOCC2)c1
[82] CC1(C(=O)NCc2cccc3ccccc23)CCN1C(=O)Cc1ccc(-c2ccccc2)cc1 (stereo unspecified)
[83] CCc1ccccc1NCC(=O)Nc1ccc(Cl)c(C(F)(F)F)c1
[84] C[C@@H]1[C@H](O)C[C@@]23COC(=O)C2=CCCC3[C@@]1(C)CCC1COC(=O)C1 (stereo partly specified)
screen / no.	81	82	83	84
DT40 TDP1 CPT	1%	?	26µM*	12%
TDP1 cell noCPT	-14%	?	16µM*	9%
KAT2A inh	3%	.	-13%	?

Screening data from PubChem BioAssay.
